HDAC3 inhib – human HDAC3 inhibition | O15379 | 0.15% of 320,000 active | recombinant HDAC3, fluorogenic peptide/trypsin coupled, fluorescence | inhibition, % at 8.3 µM; in the data active = inhibition above about 26%, passing the limit was not always enough; inconclusive = no clear call, values can overlap the other calls
Target sequence (O15379 whole entry, looked up): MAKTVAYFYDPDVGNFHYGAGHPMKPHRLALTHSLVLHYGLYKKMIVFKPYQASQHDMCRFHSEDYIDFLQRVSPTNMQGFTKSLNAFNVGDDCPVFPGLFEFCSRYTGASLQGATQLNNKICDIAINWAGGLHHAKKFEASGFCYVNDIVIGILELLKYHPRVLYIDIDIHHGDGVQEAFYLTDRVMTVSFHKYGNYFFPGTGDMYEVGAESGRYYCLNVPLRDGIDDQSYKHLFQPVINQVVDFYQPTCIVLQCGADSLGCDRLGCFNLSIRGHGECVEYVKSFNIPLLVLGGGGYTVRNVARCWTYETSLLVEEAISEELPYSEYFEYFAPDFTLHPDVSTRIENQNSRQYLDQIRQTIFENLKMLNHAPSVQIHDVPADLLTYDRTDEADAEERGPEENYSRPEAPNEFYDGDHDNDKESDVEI
GSK3A inh – blocks human GSK-3 alpha kinase; ADP-Glo luminescence, 60 min; 0.1% of 320,000 active; inhibition, % at 10 µM; AID 2650; P49840;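 in the data active = inhibition above about 50%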;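 also: GST-tagged GSK-3 alpha with peptide substrate and 25 µM ATP; 0% = DMSO neutral wells and 100% = GW8510 positive control wells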
DYRK1A inh – inhibitors of rat Dyrk1A kinase | 0.43% of 310,000 active | ADP-Glo luminescence, NFATc1 peptide | Q63470 | inhibition, % at 12.5 µM | AID 504441; in the data active = inhibition above about 50%;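 also: plate controls were vehicle with enzyme for no effect and no enzyme for full effect; many of its hits are not listed in these tables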
HSF1 activator – increases HSF-1 driven luciferase reporter signal; NIH3T3-HGL HSF-1 luciferase reporter, MG132, 8 h; 100% = twice DMSO control signal; activation, % at 9 µM; 1.7% of 300,000 active; AID 504408;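 active = mean replicate activation of at least 50% with a set share of replicates each reaching 50%; inconclusive = only one of those two conditions met; inactive = mean below 50% and too few replicates reaching it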;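 also: 0% = median of the neutral control wells and 100% = twice that signal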
HSF1 inh – HSF1 inhibition; AID 2098; activity change, negative = inhibition, % at 7.5 µM (by protocol); 0.77% of 300,000 active; NIH3T3-HGL HSE-luciferase, MG132-induced, luminescence 8 h; stronger effect = lower value;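 active = more than half of replicate wells show activity change below -50%, luminescence cut by over half; inconclusive = some wells, but at most half, below -50%; inactive = no replicate well below -50%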;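 also: luciferase reports HSF-1 transcriptional activity via heat shock element; 0% = median of DMSO wells and -100% = zero luminescence signal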
HSP90 inh – blocks HSP90-mediated luciferase refolding in reticulocyte lysate | 0.91% of 290,000 active | Rabbit reticulocyte lysate, luciferase refolding luminescence, 3 h | AID 1789 | inhibition, % at 5.6 µM;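 active = inhibition above the screen-wide mean plus 3 SD, computed separately per campaign, cut at about 16% in these data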;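 also: 0% = DMSO wells and 100% = 60 µM geldanamycin wells; inhibitors lower the luminescence because luciferase stays unfolded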
PolyA inhibitor – blocks polyadenylation in yeast reporter cells. S. cerevisiae SKY197-pL101 polyadenylation reporter, beta-gal luminescence; efflux-impaired pdr1/pdr3 knockout yeast; score 100 = 6 SD above DMSO. calls only at 12 µM. 0.02% of 300,000 active. AID 1875;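 active = lowest replicate activity score at least 50, where 100 means six control SD above control mean; inconclusive = lowest score under 50 but half or more replicates reach 50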;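 also: yeast exposed to compound for 9 h at 30 °C; higher score means more reporter readthrough which indicates perturbed polyadenylation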
GSK3beta inhib – inhibitors of human GSK3beta kinase. AID 2097. GST-GSK3beta kinase, ADP-Glo luminescence, 60 min; stronger effect = lower value. 0.038% of 300,000 active. P49841. activity score (negative = inhibition), % at 10 µM;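 active = more than half of replicate wells score below -50%, meaning over 50% inhibition versus plate controls; inconclusive = some replicates but at most half score below -50%; inactive = no replicate scores below -50%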;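 also: 0% = median DMSO wells and -100% = median GW8510 positive control wells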
Target sequence (P49841 whole entry, looked up): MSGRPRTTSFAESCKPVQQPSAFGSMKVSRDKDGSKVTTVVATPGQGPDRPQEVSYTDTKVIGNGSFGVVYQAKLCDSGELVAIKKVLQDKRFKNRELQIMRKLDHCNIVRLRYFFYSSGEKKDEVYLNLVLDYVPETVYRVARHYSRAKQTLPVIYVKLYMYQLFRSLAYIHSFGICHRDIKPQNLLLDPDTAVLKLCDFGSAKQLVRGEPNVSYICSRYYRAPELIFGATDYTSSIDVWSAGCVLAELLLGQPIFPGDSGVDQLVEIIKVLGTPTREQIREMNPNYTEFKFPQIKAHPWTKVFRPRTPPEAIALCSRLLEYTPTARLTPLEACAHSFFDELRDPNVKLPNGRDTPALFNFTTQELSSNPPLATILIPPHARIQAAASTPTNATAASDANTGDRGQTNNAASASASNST
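Test system – GST-tagged human GSK3beta kinase, cell-free · Incubation – 60 min enzyme reaction, room temperature · Signal – ADP-Glo luminescence · Also added – peptide substrate and ATP at 25 µM · Controls – DMSO neutral wells and GW8510 at 20 µM as positive · Buffer or medium – Tris/MgCl2 kinase buffer · Measure – Luminescence-derived activity versus plate DMSO and GW8510 wells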
Platelet DG rel – modulates dense granule release in human platelets | inhibition, %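 (compounds screened at 7.5 µM in platelet-rich plasma)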 | human platelet-rich plasma, SFLLRN dense granule ATP release, luminescence | AID 1663 | 0.22% of 300,000 active;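 active = mean replicate score, as percent of positive control, at or above 50; inconclusive = mean below 50 but at least one replicate at or above 50; inactive = mean and every replicate below 50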
AI-2 QS modul – Vibrio harveyi AI-2 quorum sensing modulation | 0.4% of 300,000 active | Vibrio harveyi JMH597 AI-2 luminescence/OD600 ratio, 9 h; stronger effect = lower value; strain lacks LuxN and CqsS sensors; 0 = neutral-control median | AID 2094 | activity change, % at 7.5 µM; in the data active = activity change below about -75%, passing the limit was not always enough; inconclusive = no clear call, values can overlap the other calls;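 also: luminescence divided by OD600 gain over 9 h not by final OD600 alone; inactives centre near 13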
Starred values were filed as active, the others as inactive; i = inactive; ? = inconclusive; . = no result given.

Preview:
HDAC3 inhib	GSK3A inh	DYRK1A inh	HSF1 activator	HSF1 inh	HSP90 inh	PolyA inhibitor	GSK3beta inhib	Platelet DG rel	AI-2 QS modul	SMILES
0	3	1	-7	-3	-6	i	3	0	20	COc1ccc(C(=O)COC(=O)C2CCN(S(=O)(=O)c3cccc4cccnc34)CC2)cc1
-1	2	0	5	-3	-1	i	3	5	14	Cc1ccc(C(=O)OCC(=O)Nc2cc(S(=O)(=O)N3CCOCC3)ccc2C)cc1

All compounds of this part, from the start:
HDAC3 inhib	GSK3A inh	DYRK1A inh	HSF1 activator	HSF1 inh	HSP90 inh	PolyA inhibitor	GSK3beta inhib	Platelet DG rel	AI-2 QS modul	SMILES
0	3	1	-7	-3	-6	i	3	0	20	COc1ccc(C(=O)COC(=O)C2CCN(S(=O)(=O)c3cccc4cccnc34)CC2)cc1
-1	2	0	5	-3	-1	i	3	5	14	Cc1ccc(C(=O)OCC(=O)Nc2cc(S(=O)(=O)N3CCOCC3)ccc2C)cc1
-7	1	12	10	0	1	i	0	-9	16	COc1cc(NC(=O)COc2ccccc2C)ccc1NC(=O)c1ccco1
2	-4	3	8	0	9	i	-1	2	24	Cc1ccc(S(=O)(=O)Cc2ccc(C(=O)N3CCCC3)o2)cc1
2	-1	-4	7	-5	.	i	-2	10	25	Cc1ccc(C)c(OCCC(=O)OCC(=O)Nc2ccc(Cl)cn2)c1
5	8	32	42	25	17*	i	-6	1	7	CC1(C)Cc2ccccc2C2=NNC(=O)C2=N1
-5	-6	5	2	-3	1	i	1	-4	6	Cc1ccc(C(=O)OCC(=O)Nc2ccc3[nH]c(=O)[nH]c3c2)cc1[N+](=O)[O-]
4	1	-5	-1	-1	-4	i	-3	0	14	COc1ccc(NC(=O)C2CCN(C(=O)NCc3ccccc3)CC2)cc1
-1	-2	4	1	3	0	i	5	-2	21	Cc1c(N=Nc2ccc(O)cc2)c(=O)n(-c2ccccc2)n1C
-2	-4	-1	-2	-4	-4	i	0	2	50	O=C(CNC(=O)c1ccc(Br)o1)NCc1cccc(Cl)c1
-1	1	1	7	10	0	i	-1	-5	8	O=C(Cc1ccccc1)N1CCC(c2ccccc2)C1 (stereo not given)
.	1	0	-16	-2	-4	i	2	7	7	O=C1CN(C(=O)c2ccc(Cl)nc2)c2ccccc2N1
-4	-2	-4	33	15	0	i	-2	-11	7	COc1cc(OC)c(C#N)c(S(=O)Cc2ccccc2)c1 (stereo not given)
2	-6	-6	-6	-11	-2	i	1	-6	-21	COc1ccccc1C(C[N+](=O)[O-])c1c[nH]c2ccccc12 (stereo not given)
1	-1	2	2	-3	1	i	3	.	15	CCc1nc(C)c(C#N)c2cc(OC)c(OC)cc12
1	1	0	8	1	0	i	3	11	39	COc1ccc(C2/C(=C(/O)c3ccc(Br)cc3)C(=O)C(=O)N2C)cc1OC (stereo not given)
-6	-2	4	4	1	-4	i	-2	5	6	O=C1Nc2ccccc2C(=O)N2[C@H](c3ccc(F)cc3)[C@@H]3C(=O)N(Cc4ccccc4)C(=O)[C@@H]3[C@H]12
-10	-4	-1	-9	0	1	i	-1	-4	33	CCC(=O)Nc1ccc(Cl)c(NC(=O)c2c(OC)cccc2OC)c1
0	-7	3	-6	-2	3	i	-2	2	16	COc1ccc(C)cc1NC(=O)NCCC1=CCCCC1
-1	-2	-7	-7	-14	3	i	-2	-2	6	O=C(Cn1c(=O)c2ccccc2n(CC(=O)N2CCCCC2)c1=O)N1CCCCC1
8	0	-6	10	4	-4	i	3	9	19	CC(CCc1ccccc1)NC(=O)COC(=O)C1CCC(C(C)(C)C)CC1 (stereo not given)
-3	-2	.	16	2	.	i	-2	-7	14	Cc1ccc(C(=O)NC(C)c2ccc(-n3ccnc3)cc2)o1 (stereo not given)
0	-5	9	-41	-26	12	i	-8	-2	-1	CCOC(=O)c1nc2ccccc2c(C)c1C
-3	6	-2	43	27	3	i	-6	1	10	O=C(N/N=C/c1cccc([N+](=O)[O-])c1)c1cccc(Br)c1
2	0	5	3	0	-2	.	-2	25	-93*	O=C(COc1cccc(C(F)(F)F)c1)Nc1ccc(S(=O)(=O)N2CCCC2)cc1
4	0	-2	-12	-8	1	i	-3	-6	7	O=C(NCCc1ccccc1)c1ccc(=O)oc1
-5	-2	-4	.	.	-1	i	-1	0	5	Cc1ccccc1NC(=O)N1CCN(S(=O)(=O)c2ccccc2)CC1
?	-3	-1	-14	-7	2	i	0	3	1	CN1C(=S)SC(/[N+]([O-])=C\c2ccco2)C1(C)C (stereo not given)
4	0	-2	-1	-3	1	i	-3	3	20	COc1ccc(N2CC(C(=O)Nc3ccc(S(=O)(=O)N4CCOCC4)cc3)CC2=O)cc1 (stereo not given)
-3	0	-1	2	-8	2	i	-3	2	19	CCOC(=O)N1CCN(S(=O)(=O)N2CCCC(C(=O)NC(C)c3ccccc3)C2)CC1 (stereo not given)
4	3	-5	14	-5	-1	i	1	7	3	CCOc1ccc(N2C(=O)S/C(=C\c3ccc(O)c(OC)c3)C2=O)cc1
-9	-1	0	-5	-3	4	i	.	-6	.	NC(=O)c1nsc(C(=O)N(c2ccccc2)C(C(=O)NCC2CCCO2)c2ccc3ncccc3c2)c1N (stereo not given)
0	-4	-1	-3	-1	-2	i	-21	-2	16	CCOC(=O)c1c(O)cc(C)cc1Nc1ccccc1
-1	-1	-2	-57	-47	1	i	2	2	10	CCCCn1c(=O)n(CC(=O)Nc2c(CC)cccc2CC)c(=O)c2c1nc(CO)n2CCC
-3	-1	-1	-2	2	-1	i	2	7	20	CC(C)CC(c1nnnn1C1CCCC1)N1CCN(c2ccccc2F)CC1 (stereo not given)
-15	0	0	2	1	1	i	-2	-1	11	Cc1ccccc1NC(=O)C1CCN(C(=O)N2CCOc3ccccc32)CC1
0	-1	9	-5	2	-1	i	-1	4	24	COc1cccc(/C=N/n2c(-c3ccco3)nc3ccccc3c2=O)c1
-13	3	0	-3	-1	-1	i	-4	-5	18	COCCNC(=O)CNS(=O)(=O)c1ccc2nc(C)sc2c1
1	-2	3	7	8	-7	i	1	9	22	CCOC(=O)[C@@H]1[C@H]2COc3ccccc3[C@H]2N2C(=O)N(c3cccc(F)c3)C(=O)[C@]12C
-11	0	5	.	.	0	i	0	-3	-7	CC1CCC(NC(=O)C(NC(=O)c2ccccc2)C(C)C)CC1 (stereo not given)
-10	-5	-6	11	9	-5	i	-3	-1	14	CCOc1ccc(OCCCC(=O)NCCc2ccc(OC)cc2)cc1
-3	0	11	-1	-2	.	i	-1	-3	5	COc1ccccc1CNC(=O)COC(=O)c1nc(Cl)ccc1Cl
-4	0	8	-11	2	.	i	1	1	28	O=C(c1cc(Cl)ccc1O)N1CCN(S(=O)(=O)c2cccs2)CC1
-4	1	-1	-17	-2	0	i	2	29	22	CC1=NN(C(=O)c2ccccc2-n2cccc2)C(O)(C(F)(F)F)C1 (stereo not given)
-4	-1	-2	4	1	-5	i	0	6	7	Cc1cc(NC(=O)[C@H](C)NC(=O)c2ccco2)ccc1Br
12	3	31	6	0	3	i	1	15	22	CCOc1ccc(-c2[nH]nc3c2C(c2ccc4c(c2)OCO4)C(C#N)=C(N)O3)cc1OC (stereo not given)
2	-1	5	-11	3	.	i	-13	-4	-8	CC1=C(C(=O)OCC(Br)(Br)Br)C(c2cccc([N+](=O)[O-])c2)NC(=O)N1CCCC(=O)O (stereo not given)
-4	-1	8	.	.	6	i	-1	-2	18	CC(C)Cn1c(=O)[nH]c(=O)c2c(C(F)(F)F)cc(-c3ccccc3)nc21
4	0	10	-5	-1	-1	i	0	0	18	O=C(CNC(=O)c1cnccc1C(F)(F)F)c1cccc(Cl)c1
18	-1	-14	-22	-8	3	i	-2	4	15	Cc1cccc(NC(=O)CN2C(=O)N/C(=C/c3ccc(C)o3)C2=O)c1
3	3	3	-7	-4	.	i	1	13	6	Cc1cc(S(=O)(=O)Nc2ccc(C(=O)NCC(c3ccco3)N(C)C)cc2)ccc1F (stereo not given)
-1	-3	-5	0	7	-3	i	-1	12	-6	Clc1ccc(Cl)c(-c2nc(-c3ccncc3)no2)c1
2	-1	-3	-5	-3	-3	i	-1	0	25	COc1ccc(NC(=O)c2cccc(N3C(=O)c4ccc(C(=O)Nc5ccc(OC)c(O)c5)cc4C3=O)c2)cc1O
9	0	-1	38	29	-5	.	-3	5	32	CC(C)c1ccc(NC(=O)Nc2cnccn2)cc1
0	-1	3	19	8	6	i	2	3	15	O=C(C1=C[C@H](c2csc3ccccc23)C[C@H](OCc2ccc(CO)cc2)O1)N1CCN(Cc2ccccc2)CC1
8	-2	14	-13	-1	2	i	1	6	44	CNC(=S)N(CCc1c(C)[nH]c2ccc(Cl)cc12)Cc1cc(OC)c(OC)c(OC)c1
2	4	-3	-2	3	2	i	-2	-4	42	Cc1occc(=O)c1OCc1c(F)cccc1Cl
0	2	6	13	-9	1	i	-3	2	31	Cc1c(NC(=S)NC(=O)c2ccco2)cccc1-c1nc2ncccc2o1
-2	0	-7	-2	-3	0	i	1	-10	10	COc1cccc(C(=O)Nc2c3c(nc4c2CCC4)CCCC3)c1
4	-3	-2	15	5	0	i	-1	23	24	S=C(NCCCN1CCOCC1)N(Cc1ccccc1)Cc1ccccc1

Next section
HDAC3 inhib	GSK3A inh	DYRK1A inh	HSF1 activator	HSF1 inh	HSP90 inh	PolyA inhibitor	GSK3beta inhib	Platelet DG rel	AI-2 QS modul	SMILES
1	-6	10	-13	-2	12	i	-3	2	6	Nc1c(C(=O)O)sc2nc(-c3ccc(F)cc3)cc(-c3ccccc3)c12
-2	-4	-5	-7	-4	-1	i	-2	2	13	O=C(Cc1ccc([N+](=O)[O-])cc1)NCC1CCCO1 (stereo not given)
-1	0	-8	-8	-2	-3	i	-24	-41	2	COc1cccc(OC)c1C(=O)Nc1cccc(-c2nc3ccccc3[nH]2)c1
-8	-7	8	32	6	-4	i	2	-4	48	CCOc1ccc(-c2cc(NC(=O)c3c(F)cccc3F)c(C(=O)O)s2)cc1
1	-3	5	11	-1	1	i	-2	12	17	COc1ccc(OC)c(NC(=O)c2cc(S(=O)(=O)NCc3ccco3)ccc2F)c1
-3	0	5	12	-3	-3	i	-4	6	31	COc1ccc(-c2nnc(NC(=O)C(C)C)o2)cc1
-24	.	-9	15	1	14	i	-2	-4	15	O=C(N/N=C/c1c[nH]c2ccccc12)c1cc(-c2ccc(-c3ccccc3)cc2)n[nH]1
1	-6	.	-4	-1	.	i	6	-1	26	Cc1ccc(C(=O)Nc2ccccc2C(=O)O)cc1S(=O)(=O)Nc1ccc(Br)cc1
-4	-1	3	24	4	-2	i	-4	8	8	Cc1ccn2c(NCc3ccccc3)c(-c3cccs3)nc2c1
6	-1	-1	43	7	1	i	-3	-2	9	O=C(O)c1cc([N+](=O)[O-])c(Sc2nc3ccccc3[nH]2)c([N+](=O)[O-])c1
2	2	6	32	13	-1	i	1	0	35	c1ccc(OCc2nc3ccccc3[nH]2)cc1

The list is partial (hit frequency here may not be typical).
